Screens as filed in PubChem.
LMP1 NFkB inh: EBV LMP1-driven NF-kappaB luciferase reporter inhibitors, primary screen, cell-based, luminescence, single point; LMP1-induced NF-kappaB luciferase reporter cells; 350,000 tested, 0.69% active; inhibition, % at 12.5 µM; in the data active means inhibition above about 41%; inconclusive means no clear call, values can overlap the other calls;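 further: 0% = neutral control wells and 100% = reference inhibitor control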
TROY NFkB inh: inhibitors of TROY-driven NF-kB signaling, primary screen, Q293 LMP1-TROYcd cells, NF-kB luciferase, uHTS; 360,000 tested, 0.98% active; inhibition, % at 10 µM; Q293 LMP1-TROYcd NF-kB luciferase reporter, 4 h;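 active means compounds whose plate-normalised and pattern-corrected inhibition of the luciferase reporter signal at the single screening dose is 50% or more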
Vif imaging: HIV Vif self-association inhibitors, primary screen, imaging, HEK293T, single point. HEK293T cells, Vif self-association by quenched fluorescence, 24 h. inhibition, % at 7.49 µM. 340,000 tested, 0.35% active. AID 602346, 2012; in the data active means inhibition above about 50%, passing the limit was not always enough; inconclusive means no clear call, values can overlap the other calls; inactive means below about 31%; further: some results filed as inactive read as strong as hits
SRC3 inh: SRC3 coactivator transcriptional activity inhibitors, primary screen, cell-based, luminescence; Nuclear receptor coactivator 3 (Homo sapiens), Q9Y6Q9; HEK293 GAL4-SRC3 luciferase reporter; inhibition, % at 3.6 µM; 360,000 tested, 0.17% active; AID 588352, 2011;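 active means inhibition above a per-campaign cutoff, the mean of all compounds plus 3 SD, cut at about 60% in these data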;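 further: 0% = DMSO-treated cells and 100% = gossypol-treated cells at 36 µM; higher means less SRC3-driven luciferase light from the GAL4 reporter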
NR2F2 inh: NR2F2 transcriptional activity inhibitors, primary screen, cell-based, luciferase reporter, HEK293T, luminescence; 370,000 tested, 0.7% active; AID 686940, 2013; COUP transcription factor 2 (Homo sapiens), P24468; inhibition, % at 8.6 µM; HEK293T NGFI-A luciferase reporter;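 active means inhibition above a per-plate cutoff, mean inhibition of test wells between control levels plus 3 SD, cut at about 38% in these data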;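 further: cells cotransfected with COUP-TFII expression vector driving the NGFI-A reporter; 0% = median of COUP-TF2 test wells and 100% = reporter-only cells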
TLR9-MyD88 block: inhibitors of TLR9-MyD88 association in cells, primary screen, cell-based, CHO, BLA complementation, fluorescence | inhibition, % at 4.98 µM | CCF4 FRET ratio | Toll-like receptor 9 (Homo sapiens) + Myeloid differentiation primary response protein … | 340,000 tested, 0.21% active;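 active means inhibition above the mean over all tested compounds plus 3 SD, cut at about 21% in these data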;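 further: 0% = DMSO only wells and 100% = clavulanate BLA inhibitor control wells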
NOD2 RIPK2 PPI: NOD2-RIPK2 binding disruptors in cells, primary screen, fluorescence, CHO cells, BLA complementation; CCF4 ratio; inhibition, % at 4.98 µM; 360,000 tested, 0.38% active; AID 624267, 2012; in the data active means inhibition above about 21%;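 further: 0% = vehicle only and 100% = reference blocker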
Target sequence (O43353 whole entry, looked up): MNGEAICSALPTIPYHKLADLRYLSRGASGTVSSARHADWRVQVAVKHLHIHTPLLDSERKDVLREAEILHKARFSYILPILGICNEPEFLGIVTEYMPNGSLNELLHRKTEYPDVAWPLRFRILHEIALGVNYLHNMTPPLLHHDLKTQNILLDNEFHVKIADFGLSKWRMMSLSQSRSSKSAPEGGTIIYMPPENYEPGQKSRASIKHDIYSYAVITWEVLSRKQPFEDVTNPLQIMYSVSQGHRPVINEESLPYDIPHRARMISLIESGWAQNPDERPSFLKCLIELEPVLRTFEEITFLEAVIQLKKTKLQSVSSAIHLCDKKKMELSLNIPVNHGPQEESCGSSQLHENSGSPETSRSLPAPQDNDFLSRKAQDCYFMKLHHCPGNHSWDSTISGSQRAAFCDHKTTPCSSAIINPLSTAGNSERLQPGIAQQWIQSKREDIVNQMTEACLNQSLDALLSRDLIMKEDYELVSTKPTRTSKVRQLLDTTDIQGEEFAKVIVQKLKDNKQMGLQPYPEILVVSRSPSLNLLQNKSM
NR5A2 inv ag: LRH-1 (NR5A2) inverse agonists, primary screen, cell-based, luminescence, HEK293T, StAR-luciferase reporter; 360,000 tested, 0.13% active; inhibition, % at 3.6 µM; LRH-1 transfected, 24 h; Nuclear receptor subfamily 5 group A member 2 (Homo sapiens), O00482;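 active means inhibition above the mean inhibition of all tested compounds plus 3 SD, cut at about 73% in these data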;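 further: 0% = DMSO wells and 100% = reporter-only cells lacking LRH-1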
Target sequence (O00482 whole entry, looked up): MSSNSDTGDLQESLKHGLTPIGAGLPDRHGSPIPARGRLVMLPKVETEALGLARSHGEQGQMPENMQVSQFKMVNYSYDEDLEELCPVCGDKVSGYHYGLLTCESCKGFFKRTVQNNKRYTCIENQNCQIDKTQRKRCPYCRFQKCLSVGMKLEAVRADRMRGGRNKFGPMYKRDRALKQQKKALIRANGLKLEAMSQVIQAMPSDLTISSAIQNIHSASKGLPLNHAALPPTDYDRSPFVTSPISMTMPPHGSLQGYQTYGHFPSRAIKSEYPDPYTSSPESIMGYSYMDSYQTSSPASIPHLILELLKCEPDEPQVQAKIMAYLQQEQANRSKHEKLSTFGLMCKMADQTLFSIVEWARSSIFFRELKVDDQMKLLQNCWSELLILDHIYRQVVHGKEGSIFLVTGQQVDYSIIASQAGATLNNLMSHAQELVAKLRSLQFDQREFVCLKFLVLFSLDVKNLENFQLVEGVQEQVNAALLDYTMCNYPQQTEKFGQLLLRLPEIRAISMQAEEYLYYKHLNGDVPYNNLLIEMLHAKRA
SRC2 inh: inhibition of GAL4-SRC2 driven luciferase reporter, primary screen, SRC2 inhibitor project, cell-based, luminescence; Nuclear receptor coactivator 2 (Homo sapiens), Q15596; HEK293 GAL4-SRC2 luciferase reporter; inhibition, % at 9 µM; 370,000 tested, 0.17% active;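 active means inhibition above the mean inhibition of all tested compounds plus 3 SD, set per campaign, cut at about 52% in these data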;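 further: 0% = DMSO treated cells and 100% = cells given Gossypol at 36 µM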
NCOA1 inh: SRC1 coactivator transcriptional activity inhibitors, primary screen, cell-based, luminescence. HEK293 GAL4-SRC1 luciferase reporter. inhibition, % at 3.6 µM. 360,000 tested, 0.12% active. AID 588354, 2011;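 active means inhibition above the campaign mean plus 3 SD, with each screening campaign given its own cutoff, cut at about 60% in these data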;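 further: 0% = DMSO treated cells and 100% = gossypol at 36 µM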
TRAIL sens C8: viability loss with TRAIL in NB7+C8 cells, primary screen, TRAIL sensitizer project, cell-based, ATPlite luminescence; inhibition (viability loss, TRAIL sensitization), % at 10 µM; 360,000 tested, 1% active;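 active means compounds causing at least 50% loss of cell viability in the single-dose screen, relative to plate controls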
The depositor's hits bear a star; ? = inconclusive; / = no result given. The list is partial; rates above refer to the full screens.

SMILES	LMP1 NFkB inh	TROY NFkB inh	Vif imaging	SRC3 inh	NR2F2 inh	TLR9-MyD88 block	NOD2 RIPK2 PPI	NR5A2 inv ag	SRC2 inh	NCOA1 inh	TRAIL sens C8
CN(C)c1ccc(C=C2C=CC=C2)cc1	-5	9	14	-56	9	-6	-8	-10	-51	-59	-9
CC1CCCCN1CCCNC(=O)CN1C(=O)c2cccnc2Oc2ccc(Cl)cc21 (centres undefined)	0	-2	-2	3	-8	2	-13	-5	10	-10	-8
O=C(NCCN1C(=O)S/C(=C\c2cccnc2)C1=O)c1ccc(S(=O)(=O)N2CCCC2)cc1	2	-14	1	14	-4	1	10	8	0	-4	-4
Nc1nonc1C(=O)N/N=C/c1ccc(-c2cccc([N+](=O)[O-])c2)o1	-2	-17	9	6	-12	-1	3	11	6	-6	23
Cc1ccc(C)c(-c2csc(-c3cccnc3)n2)c1	-6	13	0	-10	1	0	-9	31	-11	-18	3
Cc1cccc(/C(N)=N/OC(=O)Cc2ccccc2)c1	-18	-27	3	-37	2	-14	-7	-29	-29	-95	2
CCOC(=O)/C(C#N)=C\c1ccc2c(c1)OCO2	-13	-14	29	7	-11	1	-1	8	15	4	-13
COc1ccc(-c2csc(NC(=O)c3ccc(N4C(=O)CCC4=O)cc3)n2)cc1OC	7	39	3	20	11	-3	-3	-15	-25	-16	-9
O=C(/C=C/c1ccccc1)NNC1=NS(=O)(=O)c2ccccc21	6	-4	-9	14	8	3	-13	-7	-30	-1	-1
CC(NCc1ccccc1Cl)C(=O)Nc1ccc(S(=O)(=O)N2CCCC2)cc1 (centres undefined)	1	-13	-4	12	-31	1	-3	1	11	-3	-8
COc1ccc(OCCSc2nc(C)nc3ccccc23)cc1	15	5	1	-6	13	0	-7	-1	-15	9	4
COc1ccc(C(=O)CCC(=O)Nc2ccc(Cl)cc2)cc1	-22	4	1	10	0	12	8	-2	22	-16	22
O=Cc1cccc2ccc3cccc(C(=O)O)c3c12	-1	-4	?	25	26	-6	2	-5	-2	-11	1
CCOC(=O)c1cnc(SC)nc1Sc1cc(Cl)ccc1Cl	-2	4	-11	20	-3	-4	-14	5	-27	5	-15
N#Cc1ccc(CN2CCN(C(=O)c3cc(Cl)c4c(c3)OCCO4)CC2)cc1	7	8	-3	-1	1	3	-4	6	20	-12	3
CC(C)CCNC(=O)C(c1cccs1)N(CC1CCCO1)C(=O)Cn1nnc2ccccc21 (centres undefined)	4	-2	-7	15	9	-1	-4	-10	-37	13	4
CCC1CCCCN1CCCNC(=O)c1ccc(N2CCCC2=O)cc1 (centres undefined)	-17	17	-3	17	5	-3	3	9	3	3	-11
COc1ccc(-c2cn[nH]c2-c2ccc(OC)cc2)cc1	27	47	-19	33	32	-6	6	-12	41	37	-18
CCOC(=O)c1c(NC(=O)CN2CCC(C)CC2)sc(C)c1C	2	9	14	-11	18	-1	6	11	-23	-26	6
COc1ccc(N(C)S(=O)(=O)c2cccc(C(=O)N3CCN(S(=O)(=O)c4ccc(C)cc4)CC3)c2)cc1	2	20	-5	-9	11	9	-11	12	3	-9	23
CCn1c(CSc2nnc(-c3ccncc3)n2C)nc2cc(C(=O)O)ccc21	1	-5	-10	-14	1	2	-8	1	-1	1	1
Cc1ccc(/C=N/NC(=O)CSc2nc3ccccc3o2)cc1	-10	-48	-8	-40	-13	3	-9	-15	-35	-18	-11
COc1ccccc1CN(Cc1nc2ccccc2c(=O)[nH]1)C(=O)Nc1ccccc1C	-7	11	-2	12	-8	10	-8	-38	17	-15	1
NC(=O)c1nn(-c2ccccc2)nc1N	-3	9	-4	1	13	3	5	-1	5	-84	-4
Fc1ccc(C2CC(c3ccccc3)n3ncnc3N2)cc1 (centres undefined)	-7	6	4	21	-4	1	-8	-4	4	-8	0
New compounds follow:
SMILES	LMP1 NFkB inh	TROY NFkB inh	Vif imaging	SRC3 inh	NR2F2 inh	TLR9-MyD88 block	NOD2 RIPK2 PPI	NR5A2 inv ag	SRC2 inh	NCOA1 inh	TRAIL sens C8
CCN1CCN(C2CCCCC2NS(=O)(=O)c2ccccc2)CC1 (centres undefined)	17	-3	-5	0	11	-6	0	1	-14	1	-7
CCN1CCCC1CNS(=O)(=O)c1cc(Br)cc2c1N(C(=O)C1CC1)CC2 (centres undefined)	-6	-6	22	-1	-2	4	6	12	-5	5	-7
Cc1cc2cc(CNC(=O)c3ccc(Br)o3)ccc2n1C	-2	13	-10	-5	-4	-5	-8	-10	-18	15	-1
CCOc1cccc(C2/C(=C(/O)c3ccc4c(c3)CC(C)O4)C(=O)C(=O)N2Cc2ccncc2)c1 (centres undefined)	-1	-10	17	6	-6	-2	6	16	-45	-6	15
CC(=O)NC(=S)Nc1ccc(S(=O)(=O)Nc2nc(C)cc(C)n2)cc1	-1	11	-1	24	21	5	-5	4	-26	13	5
COc1ccc(C(CC(=O)O)NC(=O)COc2ccccc2OC)cc1OC (centres undefined)	4	-14	0	-7	-1	-4	-2	-4	-21	-3	-5
Cc1ccc2nc(NC3=NCN(Cc4cccnc4)CN3)nc(C)c2c1	1	3	-5	-10	6	1	4	-2	2	-13	-1
Cc1ccsc1/C=N/NC(=O)c1ccccn1	-11	-34	-2	-71	-61	2	-3	-118	-37	-115	12
O=C(O)c1cc(-c2ccccc2)nc2ccccc12	8	-10	-1	-2	-9	-1	-7	6	0	0	1
COc1cccc(C2c3c(oc4ccc(F)cc4c3=O)C(=O)N2CCN2CCOCC2)c1OC (centres undefined)	-6	0	6	2	-4	-1	7	-7	-1	-4	14
CCOc1ccc2nc(Cl)c(C3CC(c4ccco4)=NN3S(=O)(=O)c3ccccc3)cc2c1 (centres undefined)	-11	-28	-6	-54	-7	-15	-2	-38	-32	-51	2
Cc1ccc(SCc2[nH]nc3c2C(C(C)C)C(C#N)=C(N)O3)cc1 (centres undefined)	2	2	/	-15	-4	-11	-4	-21	17	-17	17
COCCN(C(=O)c1sc2ccccc2c1Cl)c1c(N)n(CC(C)C)c(=O)[nH]c1=O	-2	0	6	-29	-3	-12	6	7	16	-2	-3
CCOc1c(C)cnc2c1c(=O)n(CC(=O)NCC1CCCO1)c(=O)n2C (centres undefined)	1	-12	-4	3	-4	1	-18	4	11	-18	11
O=[N+]([O-])c1ccccc1CN1CCN(S(=O)(=O)c2ccccc2)CC1	4	26	0	4	3	2	7	13	-26	-1	10
CC(=O)Nc1ccnc(-c2cccnc2)n1	-3	1	-2	6	31	-2	-2	11	-16	5	5
CC(Oc1ccccc1)C(=O)N1CCc2ccccc2C1 (centres undefined)	-4	-26	-9	6	-13	9	-5	-5	-28	1	-5
COC(=O)CN1C(=O)[C@H]2[C@@H](c3ccc(C)o3)N3C(=O)CN(Cc4ccccc4)C(=O)[C@@]3(Cc3ccccc3)[C@H]2C1=O	5	-12	15	3	4	-8	-6	-3	17	-10	-6
CC1(C)Cc2c(cnn2-c2ccccc2)C(NC(=O)CCCN2CCCC2=O)C1 (centres undefined)	-9	12	-3	-3	-2	-6	-5	-15	6	-20	18
NC1=NC(c2ccc([N+](=O)[O-])cc2)N(c2ccc(F)cc2)C(N)=N1 (centres undefined)	-5	1	1	14	-10	1	3	7	20	-8	-8
COC(=O)CCCC1=CC2=C(c3ccccc3)C(=O)C(C)(OC(=O)C3CCCC3)C(=O)C2=CN1CCN1CCOCC1 (centres undefined)	11	10	-2	4	-5	8	-4	-32	9	-17	-7
CN1OC[C@@H]2CN(C(=O)Nc3ccccc3)[C@H](c3ccc(N4CCCCC4)cc3)C[C@@H]21	/	-2	3	-33	1	/	-9	-6	9	1	-12
CCOCCCN1C(=O)C2C(C(=O)Nc3ccc(OCC)cc3)C3C=CC2(O3)C1C(=O)NC1CCCCC1 (centres undefined)	-2	2	15	14	/	-6	-8	14	/	0	-7
Cc1ccc(C)c(N2C(=O)c3ccc(C(=O)OCC(=O)c4c(N)n(C)c(=O)n(C)c4=O)cc3C2=O)c1	2	14	0	3	1	4	-2	4	-8	-14	10
O=C(NNc1cc(N2CCOCC2)nc(N2CCOCC2)n1)c1ccc(Cl)c(Cl)c1	2	27	-5	-35	2	-15	-10	17	-8	-5	-13
Remaining list, next part:
SMILES	LMP1 NFkB inh	TROY NFkB inh	Vif imaging	SRC3 inh	NR2F2 inh	TLR9-MyD88 block	NOD2 RIPK2 PPI	NR5A2 inv ag	SRC2 inh	NCOA1 inh	TRAIL sens C8
CCOc1cccc(NC(=O)C(Cc2cccs2)c2nn[nH]n2)c1 (centres undefined)	-2	1	-3	2	-6	6	0	25	26	-19	-6
COc1ccc(NC(=O)c2cc(-c3ccc(F)cc3OC)n[nH]2)c(C)c1	/	2	6	-15	-4	/	-4	-4	5	10	-7
CC(C)C[C@H](NC(=O)NC1CCCc2ccccc21)C(=O)O (some centres undefined)	-3	-16	5	8	2	0	-7	-5	14	-3	-9
CCc1nc2ccc(C(=O)NCc3ccc4c(c3)OCO4)cn2c1N(CC)Cc1cccc(Br)c1	/	18	2	-1	-3	/	-11	-22	20	21	1
O=C(c1ccc(Br)o1)N1CCC(c2nc3ccccc3[nH]2)CC1	2	11	4	-7	-3	-1	-13	1	-34	-47	5
COc1ccc(CCN2CN(S(=O)(=O)c3ccccc3)c3nc4ccccc4nc32)cc1OC	0	11	2	6	-1	0	-9	3	12	1	-10
CC(C)(C)c1ccc(S(=O)(=O)C(C)(C)C)cc1	-3	6	-3	19	-17	6	-2	-5	0	5	-2
COc1ccc(S(=O)(=O)N(CCc2ccccc2)CC(=O)O)cc1Cl	-2	-10	7	-1	21	-5	-9	-8	1	-36	-7
O=C(Nc1ccc2c(c1)OCO2)N1CCN(c2ccccc2)CC1	-12	-11	1	-15	9	-5	0	-9	-35	-12	-9
COC(=O)/C=C1\S/C(=N\N=C\CC(=O)OC)NC1=O	1	16	-5	17	7	-6	1	6	-5	-2	16
CC[C@H](C)[C@H](NC(N)=O)C(=O)Nc1ccc(C)cc1	2	-5	-19	12	-6	-5	-15	24	-16	-1	-8
COc1ccc(-n2c(-c3ccc(Br)cc3)c[n+]3c2SC(C)C3)cc1 (centres undefined)	4	23	-17	34	13	-10	-4	22	2	10	24
CCOC(=O)CSc1nc2c(c(-c3ccc(C)o3)c1C#N)CCCC2	6	15	-7	3	-9	9	-3	1	-3	-10	4
